ARFGAP1 inhibitor: rat ARFGAP1 inhibition; Q62848; Arfgap1-stimulated ARF1 GTP hydrolysis, GDP FP detection; inhibition, % at 16.5 µM; 360,000 compounds, 0.26% hits;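 active means inhibition above a per-plate limit, mean inhibition of low control wells plus 3 SD, cut at about 25% in these data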;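 further: 0% = DMSO wells with enzyme and 100% = wells lacking Arfgap1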
Target sequence (Q62848 1-136 limits assumed): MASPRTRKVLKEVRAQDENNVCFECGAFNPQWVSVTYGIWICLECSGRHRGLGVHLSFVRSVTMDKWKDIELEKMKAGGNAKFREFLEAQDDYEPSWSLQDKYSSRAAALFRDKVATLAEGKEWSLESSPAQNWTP
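Material: truncated rat Arfgap1 GAP domain; Incubation: compound-enzyme preincubation 20 min, reaction 120 min, detection 60 min, 25 °C; Read-out: percent inhibition of Arfgap1-stimulated GTP hydrolysis; Technique: FP, GDP Alexa 633 tracer displaced from anti-GDP antibody, 620/688 nm; Controls: No-Arfgap1 wells (100%) versus DMSO full-reaction wells (0%); Replication: single well per compound.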
TDP2 absorb: TDP2 (human) inhibition, absorbance primary screen; recombinant TDP2, T5PNP hydrolysis, p-nitrophenol absorbance 415 nm; O95551; 370,000 compounds, 0.34% hits; inhibition, % at 12.8 µM;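 active means inhibition above the mean of all tested compounds plus 3 SD, set per campaign, cut at about 25% in these data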;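 further: 0% = DMSO with enzyme and 100% = buffer with substrate but no TDP2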
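Assay system: recombinant human TDP2 / Reagent: T5PNP substrate at 5 mM, a TopII-DNA adduct mimic / Measured by: epi absorbance from released p-nitrophenol / Evaluation: % inhibition relative to enzyme-containing and enzyme-free wells / Control set: enzyme-free and DMSO wells / Replicates: each compound tested once, singlicate / Schedule: enzyme reaction with compound for 2 h at 37 °C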
ADAM10 inh: inhibitors of human ADAM10 | recombinant ADAM10, EDANS/DABCYL FRET peptide cleavage, 3 h | inhibition, % at 7 µM | 370,000 compounds, 0.62% hits;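 active means inhibition above a per-campaign cutoff equal to the mean of compounds falling between control-based bounds plus 3 SD, cut at about 20% in these data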;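 further: 0% = DMSO wells while the 100% control is not disclosed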
LEDGF integ inh: blocks HIV-1 LEDGF/p75-dependent DNA integration. inhibition, % at 3.7 µM. TR-FRET IN-LEDGF/p75 DNA integration, Eu/Cy5. 370,000 compounds, 0.64% hits. AID 743269;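 active means inhibition above the screen-wide mean plus 3 SD, cut at about 13% in these data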;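 further: signal is the Cy5 over europium emission ratio at 671 and 618 nm; 0% = plate median of compound wells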
ADAM17 inh: inhibits human ADAM17. AID 720648. recombinant ADAM17, EDANS/DABCYL FRET peptide cleavage. P78536. inhibition, % at 6.95 µM. 370,000 compounds, 0.83% hits;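 active means inhibition above the mean of compounds lying between control limits plus 3 SD, set per campaign, cut at about 8.5% in these data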;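 further: 0% = DMSO-only wells as the low control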
Target sequence (P78536 215-824 limits assumed): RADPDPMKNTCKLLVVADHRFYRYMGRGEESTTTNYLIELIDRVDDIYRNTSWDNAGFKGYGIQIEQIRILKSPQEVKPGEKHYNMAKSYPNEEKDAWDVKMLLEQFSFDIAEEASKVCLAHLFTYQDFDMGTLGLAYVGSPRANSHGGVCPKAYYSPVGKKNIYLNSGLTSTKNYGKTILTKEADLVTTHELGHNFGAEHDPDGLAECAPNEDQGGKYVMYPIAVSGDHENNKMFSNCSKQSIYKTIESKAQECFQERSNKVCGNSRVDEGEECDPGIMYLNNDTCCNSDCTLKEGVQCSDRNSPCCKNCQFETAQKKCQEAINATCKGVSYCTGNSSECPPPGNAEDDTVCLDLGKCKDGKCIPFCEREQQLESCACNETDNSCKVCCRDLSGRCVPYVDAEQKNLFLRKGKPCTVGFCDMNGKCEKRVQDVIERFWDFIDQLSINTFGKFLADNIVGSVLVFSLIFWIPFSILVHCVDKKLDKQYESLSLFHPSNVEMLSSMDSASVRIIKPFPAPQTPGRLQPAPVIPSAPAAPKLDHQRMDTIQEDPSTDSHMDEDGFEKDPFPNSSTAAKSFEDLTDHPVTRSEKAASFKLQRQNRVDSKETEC
PLCg1 inh: PLC-gamma1 (human) inhibition, primary screen. purified PLC-gamma1, fluorogenic substrate, fluorescence. 370,000 compounds, 0.84% hits. P19174. inhibition, % at 12.2 µM; in the data active means inhibition above about 9.5%
Tn7 DDE FP: inhibitors of Tn7 peptide binding to human fibrin DD(E). P02675. FP displacement of FITC-Tn7 peptide from fibrin DD(E); 0% = median of compound wells per plate. inhibition, % at 8.3 µM. 370,000 compounds, 0.13% hits. AID 720508;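 active means inhibition above the mean of compounds falling within the control limits plus 3 SD of them, cut at about 14% in these data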;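 further: 0% = plate median of compound wells and 100% = 10 µM Aha-Tn7 peptide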
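System: human fibrin DD(E); quantity: Fibrin-DD(E) at 2 µM final; also added: fluorescent Tn7 probe at 0.1 µM; compound dosing: single nominal test concentration of 8.3 µM per compound; schedule: 10 min preincubation, 3 h with tracer, room temperature; detection: fluorescence polarization of the labelled Tn7 tracer; repeats: one replicate per compound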
ASAP1 GAP inh: inhibitors of human ASAP1 ArfGAP activity | inhibition, % at 16.5 µM | Q9ULH1 | ASAP1-stimulated ARF1 GTP hydrolysis, GDP FP detection | 360,000 compounds, 0.19% hits; in the data active means inhibition above about 25%;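 further: 0% = vehicle with enzyme and substrate and 100% = no enzyme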
proKLK7 act: proKLK7 (human) activation, primary screen; 370,000 compounds, 0.9% hits; activation, % at 7 µM; purified proKLK7, EDANS-DABCYL substrate fluorescence; 100% is mature enzyme control, 0% vehicle; P49862;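 active means activation above the mean of all tested compounds plus 3 SD, computed per campaign excluding outliers beyond control limits, cut at about 13% in these data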
Target sequence (P49862 whole entry, looked up): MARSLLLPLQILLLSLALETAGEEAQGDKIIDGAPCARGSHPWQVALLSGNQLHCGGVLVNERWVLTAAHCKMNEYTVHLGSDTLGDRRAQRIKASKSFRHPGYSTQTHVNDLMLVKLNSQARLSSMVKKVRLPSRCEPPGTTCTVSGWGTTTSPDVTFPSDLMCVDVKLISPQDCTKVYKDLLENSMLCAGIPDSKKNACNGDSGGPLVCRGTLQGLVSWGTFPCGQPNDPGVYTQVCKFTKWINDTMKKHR
Tn6 DDE FP: DD(E)-Tn6 binding inhibition, primary FP screen. 370,000 compounds, 0.21% hits. Fibrin DD(E) TRITC-Tn6 fluorescence polarization displacement. P02675. inhibition, % at 8.3 µM;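 active means inhibition above a per-campaign cutoff: mean of compounds within control limits plus 3 SD, cut at about 15% in these data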;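 further: 0% = median of all compound wells on the plate and 100% = blocking peptide control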
Active calls of the source: *.

SMILES	ARFGAP1 inhibitor	TDP2 absorb	ADAM10 inh	LEDGF integ inh	ADAM17 inh	PLCg1 inh	Tn7 DDE FP	ASAP1 GAP inh	proKLK7 act	Tn6 DDE FP
O=C(c1ccco1)N1CCN(C(c2ccccc2Cl)c2nnnn2CC2CCCO2)CC1 (stereo not drawn)	-11	-13	2	-1	2	6	-4	7	-0.4	-4
COc1ccc(OC)c(C(=O)Cn2nnc3ccccc3c2=O)c1	-4	5	-2	-2	0	-2	2	3	-0.2	3
CCCNC(=O)C1(C)CCN(C(=O)c2cccc(C(F)(F)F)c2)C1 (stereo not drawn)	2	-1	-11	-4	-4	2	1	-5	0.1	5
Cc1ccccc1C(=O)OCc1nnc(-c2ccc(Cl)cc2)o1	-5	-3	-1	-2	-1	-1	-1	-7	-0.2	0
CCCCn1nnnc1C(c1ccccc1)N1CCN(C/C=C/c2ccccc2)CC1 (stereo not drawn)	4	1	-3	4	-1	2	-4	-2	0.4	-2
C/C=C/C=C\C(=O)Nc1cccc(C2=NOC3(C2)C[C@@H](C(N)=O)N(C(=O)/C(C)=C/C)C3)c1 (stereo partly drawn)	9	-8	-12	3	-3	-11	2	4	-0.1	-11
CCCN(N=Nc1cccc([N+](=O)[O-])c1)c1cccc([N+](=O)[O-])c1	2	7	-2	-1	-1	1	7	-10	-0.1	4
Nc1[nH]c(C(=O)c2ccccc2)c(-c2ccncc2)c1C(=O)NCc1ccc(Cl)cc1	8	-6	5	6	2	6	-2	8	0.3	-1
Cc1cccc(N2CCN(c3ccc4cc(S(=O)(=O)N5CCCCC5)ccc4n3)CC2)c1C	-2	19	-6	1	-4	-3	1	-12	-0.5	-3
CCOc1cc(/C=C2/C(=O)ON=C2C)ccc1OCc1ccc(F)cc1	-2	3	-3	5	0	-1	0	-4	-0.7	-4
O=C(CN(C(=O)Cn1nnc(-c2cccs2)n1)c1ccc2c(c1)OCCO2)NCC1CCCO1 (stereo not drawn)	-10	2	-9	-1	-5	1	-7	10	0.1	-1
O=C(Nc1ccc(F)cc1F)c1cc2n(n1)C(C(F)(F)F)C1CCCCC1N2 (stereo not drawn)	5	-2	-4	5	-1	4	-7	-1	-1.7	6
Cc1ccc(N/C=C2\C(=O)N(c3ccc(F)cc3F)C(c3cccnc3)S2(=O)=O)cc1 (stereo not drawn)	7	-11	-2	-2	-3	0	3	0	0.3	6
O=c1n(Cc2ccc(F)cc2)nc2n1-c1ccccc1SC2	-2	-1	8	0	-14	2	0	6	0.0	-2
CN(C)c1ccc(CNC(=O)c2cc(S(=O)(=O)N3CCCC3)cn2C)cc1	4	-1	-3	-4	-1	2	-2	-10	1.4	-5
Cc1ccc(SCC(=O)NNC(=O)c2ccccc2)c(C)c1	12	-12	3	-10	1	0	-5	1	-0.9	1
CCOC(=O)[C@]12CCCC=C1N(Cc1cccc3ccccc13)C(=O)[C@H](CC(=O)N1CCCC1)C2	-1	-5	-5	-5	-3	0	0	0	0.2	0
CCOC(=O)N1CCN(C(=O)c2ccccc2NC(=O)c2ccc(Br)cc2)CC1	3	3	-7	-5	-7	-2	0	3	-0.3	-5
COc1cc(OC)c2ccc(=O)oc2c1C(CCN1CCCC1)c1ccc(N(C)C)cc1 (stereo not drawn)	5	-8	-15	-2	-2	-18	-1	2	0.6	-1
O=C(c1ccccc1-c1ccccc1)N1CCN(c2ccccn2)CC1	-5	-4	-9	-5	-2	-1	1	-4	-0.6	12
CCOC(=O)c1ccc(S(=O)(=O)N2CCN(C/C=C/c3ccccc3)CC2)cc1	2	9	-11	-2	-4	0	-4	6	0.1	2
COc1ccccc1-c1cc(C(=O)NCCc2ccccc2)no1	3	2	6	1	-1	-6	7	6	-0.6	4
O=C(CCSc1ccc(Cl)cc1)N1CCCCCC1	9	-10	6	4	2	4	1	8	0.1	3
O=C(CNCCN1CCOCC1)Nc1ccccc1Sc1ccccc1	4	28*	-3	5	3	2	4	6	-0.5	-6
CCCn1nc(C(=O)OCC(=O)c2ccccc2)c2ccccc2c1=O	-4	-4	5	1	0	1	7	-6	0.3	6
COC(=O)C[C@H]1C=C[C@H](NC(=O)c2ccccn2)[C@@H](CO)O1	2	2	-7	3	-6	-6	2	7	-0.7	1
CC(=O)N1c2ccc(S(=O)(=O)N3CCCCC3)cc2CC1C(=O)Nc1ccccc1C(F)(F)F (stereo not drawn)	-4	4	-4	1	0	-3	7	0	-0.1	3
COc1cc(CC(=O)Nc2nc(C)cs2)cc(OC)c1OC	1	14	6	4	-3	1	3	0	0.3	-4
COc1ccc(CCNC(=O)c2ccc3ccccc3n2)cc1OC	-6	1	3	-2	-1	0	1	-13	-0.4	11
O=C(CSc1nc2ccccc2s1)Nc1nccs1	1	-3	2	-3	2	0	0	0	-1.0	9

Another view of some results above:
ARFGAP1 inhibitor	TDP2 absorb	ADAM10 inh	LEDGF integ inh	ADAM17 inh	PLCg1 inh	Tn7 DDE FP	ASAP1 GAP inh	proKLK7 act	Tn6 DDE FP	Molecule
4	28*	-3	5	3	2	4	6	-0.5	-6	O=C(CNCCN1CCOCC1)Nc1ccccc1Sc1ccccc1
-1	-5	-5	-5	-3	0	0	0	0.2	0	CCOC(=O)[C@]12CCCC=C1N(Cc1cccc3ccccc13)C(=O)[C@H](CC(=O)N1CCCC1)C2

Some of the entries so far, with values under each structure.
The line under a structure holds: ARFGAP1 inhibitor	TDP2 absorb	ADAM10 inh	LEDGF integ inh	ADAM17 inh	PLCg1 inh	Tn7 DDE FP	ASAP1 GAP inh	proKLK7 act	Tn6 DDE FP
- COc1cc(OC)c2ccc(=O)oc2c1C(CCN1CCCC1)c1ccc(N(C)C)cc1 (stereo not drawn)
 : 5	-8	-15	-2	-2	-18	-1	2	0.6	-1
- O=C(c1ccccc1-c1ccccc1)N1CCN(c2ccccn2)CC1
 : -5	-4	-9	-5	-2	-1	1	-4	-0.6	12
- CCOC(=O)c1ccc(S(=O)(=O)N2CCN(C/C=C/c3ccccc3)CC2)cc1
 : 2	9	-11	-2	-4	0	-4	6	0.1	2
- COc1ccccc1-c1cc(C(=O)NCCc2ccccc2)no1
 : 3	2	6	1	-1	-6	7	6	-0.6	4
- O=C(CCSc1ccc(Cl)cc1)N1CCCCCC1
 : 9	-10	6	4	2	4	1	8	0.1	3
- O=C(CNCCN1CCOCC1)Nc1ccccc1Sc1ccccc1
 : 4	28*	-3	5	3	2	4	6	-0.5	-6
- CCCn1nc(C(=O)OCC(=O)c2ccccc2)c2ccccc2c1=O
 : -4	-4	5	1	0	1	7	-6	0.3	6
- COC(=O)C[C@H]1C=C[C@H](NC(=O)c2ccccn2)[C@@H](CO)O1
 : 2	2	-7	3	-6	-6	2	7	-0.7	1
- CC(=O)N1c2ccc(S(=O)(=O)N3CCCCC3)cc2CC1C(=O)Nc1ccccc1C(F)(F)F (stereo not drawn)
 : -4	4	-4	1	0	-3	7	0	-0.1	3
- COc1cc(CC(=O)Nc2nc(C)cs2)cc(OC)c1OC
 : 1	14	6	4	-3	1	3	0	0.3	-4
- COc1ccc(CCNC(=O)c2ccc3ccccc3n2)cc1OC
 : -6	1	3	-2	-1	0	1	-13	-0.4	11
- O=C(CSc1nc2ccccc2s1)Nc1nccs1
 : 1	-3	2	-3	2	0	0	0	-1.0	9

Additional results:
SMILES	ARFGAP1 inhibitor	TDP2 absorb	ADAM10 inh	LEDGF integ inh	ADAM17 inh	PLCg1 inh	Tn7 DDE FP	ASAP1 GAP inh	proKLK7 act	Tn6 DDE FP
Cc1nc2sccn2c(=O)c1S(=O)(=O)N1CCN(c2cccc(Cl)c2)CC1	3	0	-15	0	0	3	-1	7	1.6	-2
COc1ccc(CCN=CC2=C(O)CCCC2=O)cc1OC	2	1	-3	0	-5	2	-1	-2	-0.1	8
Cc1cccc(-n2ncc3c(NNC(=O)c4ccco4)ncnc32)c1	5	6	-4	0	-7	-1	1	-2	-0.8	-4
CCC(C)N(CC(=O)NCc1ccc(OC)cc1)C(=O)c1csnn1 (stereo not drawn)	1	1	10	4	0	4	-4	11	0.5	2
NS(=O)(=O)c1ccc(N=Nc2c(O)c(C(=O)O)cc3ccccc23)cc1	-12	-17	13	-1	-3	-12	9	7	-0.7	-14
CCOc1ccc(C2C(C#N)=C(N)Oc3n[nH]c(C)c32)cc1OC(=O)C1CC1 (stereo not drawn)	-5	-1	5	-1	-2	2	3	4	0.5	2
COC(=O)c1cn(-c2ccccc2)nc1-c1ccncc1	-21	11	0	2	-3	-2	4	8	-1.0	3
Cc1ccc(S(=O)(=O)Nc2nc3ccccc3nc2NCc2ccco2)cc1	-6	7	-159	1	-53	-53	2	6	-0.9	44*
C=CCN1C(=O)/C(=C2/Sc3ccccc3N2CCCS(=O)(=O)O)SC1=S	-9	-4	7	-5	-2	-6	6	0	0.2	-4
CCOC(=O)N1CCC(NS(=O)(=O)c2ccc3c(c2)CCN3C(C)=O)CC1	0	-20	0	3	3	12*	-3	4	1.1	-5
Cc1cc(C)c2cc(C#N)c(NCCOC(=O)c3ccccc3C)nc2c1	1	-19	-367	6	-121	-99	-7	-12	2.7	-3
O=C(c1cc2cc(Br)ccc2[nH]1)N1CCc2ccccc21	-4	12	-8	0	2	1	-5	0	-0.1	2
CCC(NC(=S)Nc1ccccc1)C(=O)O (stereo not drawn)	6	8	1	0	1	-1	6	-7	0.1	-3
CCC1(CC)C(=O)NC(=O)NC1=Nc1cccc(OC)c1	-2	6	1	-2	-4	1	-1	-8	-0.2	-1
COc1ccc(-c2cc(C(=O)N/N=C(\C)c3cccnc3)c3ccccc3n2)c(OC)c1	-5	-5	-38	4	-23	-129	-11	-4	-4.5	1
CC(C)Cc1nnc(NC(=O)C2CCCN(C(=O)c3ccc(Cl)cc3)C2)s1 (stereo not drawn)	-10	-9	6	2	1	4	2	-4	-0.8	4
O=C(OCc1cccc([N+](=O)[O-])c1)c1cnccn1	6	-8	-2	6	3	5	-4	10	-0.4	3
Cc1cccc(OCCCC(=O)Nc2ccc3c(c2)OCO3)c1	2	-8	1	-4	-1	-3	1	4	-0.5	8

High-throughput results deposited in PubChem by The Scripps Research Institute Molecular Screening Center.
